PKA-R1A activ = PKA-R1A complex activation. PKA-R1A dissociation, Cy5-IP20 fluorescence polarization; scaled: DMSO 0%, 113 µM cGMP 100%. P00514+P68181. activation, % at 11.4 µM. AID 504707. 0.083% of 340,000 active;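 active = percent activation above the mean of all tested compounds plus 3 SD, cut at about 19% in these data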;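 note: higher means more PKAc released from R1A so a rise in polarization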
SR-BI DiI inh = mouse SR-BI HDL lipid transfer inhibition; ldlA[mSR-BI] CHO cells, DiI-HDL uptake fluorescence, 3 h; inhibition, % at 12.5 µM; 0.96% of 320,000 active;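 active = mean replicate inhibition of at least 70% and a set share of replicates each scoring 70 or more; inconclusive = meets just one of the two criteria; inactive = fails both criteria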;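 note: 0% = median of neutral control wells and 100% = median of positive control wells; values of inactives mirror those of a sister screen read the other way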
dFosB act = mouse delta FosB homodimer activation | activation, % at 25 µM | 0.99% of 340,000 active | P13346 | purified delta FosB, TAMRA-CDK5 oligo fluorescence polarization; percent of positive-control signal above neutral wells;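 active = mean activation above about 17%, with every replicate also reaching it, limit read from the data, passing the limit was not always enough; inconclusive = only one of the two conditions met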;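 note: fluorescence polarization rise as delta FosB binds a TAMRA Cdk5 AP-1 oligo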
Pemphigus Ab inh = blocks pemphigus antibody binding to human desmoglein-3. DSG3-coupled beads, scFv-anti-DSG3-GFP binding, flow cytometry; active compounds read low. binding (percent of control), % at 10 µM. 0.48% of 310,000 active. AID 588358;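 active = binding more than 3 SD below its plate's average and above zero; inconclusive = below that plate limit but binding exactly zero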;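 note: hits lower antibody fragment binding to DSG3; some compounds called inactive have numbers as strong as hits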
PKA-R2B activ = activates the human PKA-R2B holoenzyme complex; PKA-R2B holoenzyme dissociation, Cy5-IP20 fluorescence polarization; R2B truncated from residue 108, S112A mutant; 0% DMSO only, 100% 113 µM cGMP; activation, % at 11.4 µM; 0.079% of 340,000 active; P22694+P31323; AID 504700;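 active = activation above a cutoff set at the mean over all compounds plus 3 SD, cut at about 18% in these data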;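 note: higher means more holoenzyme dissociation and a rise in polarization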
CDK5 p35 inh = CDK5/p35 (human) kinase inhibition; Recombinant CDK5/p35, ADP-Glo luminescence, 60 min; Q00535+Q15078; inhibition, % at 10 µM; 0.01% of 330,000 active;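 active = highest replicate inhibition of at least 50% and at least 75% of replicates reaching 50%; inconclusive = only one of the two criteria met; inactive = both criteria failed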;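 note: plate controls were DMSO neutral control for no effect and GW8510 at 10 µM for full effect; many of its hits are not listed in these tables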
Mot1-301 SUMO = SUMOylation pathway inhibition by Mot1-301 growth rescue; growth rescue, % at 18.8 µM; S. cerevisiae Mot1-301 growth rescue, ATP luminescence, 38.5C; percent above DMSO median, 100 means doubled; 1% of 320,000 active;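 active = every valid replicate shows activation above 250% relative to neutral control wells; inactive = the rest, any valid replicate at or below 250%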;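 note: OY570 slx delta 5 strain wells were the positive control but not used for scaling; some compounds called inactive have numbers as strong as hits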
SR-BI DiI-HDL act = enhances SR-BI lipid uptake from DiI-HDL | CHO ldlA[mSR-BI] cells, DiI-HDL uptake fluorescence, 3 h; 100 = double the neutral-control signal | activation, % at 12.5 µM | 0.096% of 320,000 active | AID 504775;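 active = mean replicate activation of at least 60% and every replicate at or above 60%; inconclusive = mean or all-replicate condition met, but not both; inactive = mean below 60% and not all replicates reaching 60%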;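 note: 0% = median plate neutral-control signal and 100% = twice that signal; values of inactives mirror those of a sister screen read the other way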
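System: CHO ldlA[mSR-BI] cells / Medium: HEPES-buffered (25 mM, pH 7.4) F12 plus 0.5% BSA / Probe or stimulus: labelled HDL, 10 µg/mL / Doses: single compound concentration, delivered by pin transfer / Schedule: 3 h, 37 °C / Measured by: DiI fluorescence, bottom read / Measure: cell-associated DiI fluorescence as measure of HDL uptake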
NSD2 inh = NSD2 (human) methyltransferase inhibition | 0.54% of 310,000 active | inhibition, % at 12.5 µM | NSD2 peptide methylation, AlphaScreen, 120 min; in the data active = inhibition above about 50%
Target sequence (O96028 whole entry, looked up): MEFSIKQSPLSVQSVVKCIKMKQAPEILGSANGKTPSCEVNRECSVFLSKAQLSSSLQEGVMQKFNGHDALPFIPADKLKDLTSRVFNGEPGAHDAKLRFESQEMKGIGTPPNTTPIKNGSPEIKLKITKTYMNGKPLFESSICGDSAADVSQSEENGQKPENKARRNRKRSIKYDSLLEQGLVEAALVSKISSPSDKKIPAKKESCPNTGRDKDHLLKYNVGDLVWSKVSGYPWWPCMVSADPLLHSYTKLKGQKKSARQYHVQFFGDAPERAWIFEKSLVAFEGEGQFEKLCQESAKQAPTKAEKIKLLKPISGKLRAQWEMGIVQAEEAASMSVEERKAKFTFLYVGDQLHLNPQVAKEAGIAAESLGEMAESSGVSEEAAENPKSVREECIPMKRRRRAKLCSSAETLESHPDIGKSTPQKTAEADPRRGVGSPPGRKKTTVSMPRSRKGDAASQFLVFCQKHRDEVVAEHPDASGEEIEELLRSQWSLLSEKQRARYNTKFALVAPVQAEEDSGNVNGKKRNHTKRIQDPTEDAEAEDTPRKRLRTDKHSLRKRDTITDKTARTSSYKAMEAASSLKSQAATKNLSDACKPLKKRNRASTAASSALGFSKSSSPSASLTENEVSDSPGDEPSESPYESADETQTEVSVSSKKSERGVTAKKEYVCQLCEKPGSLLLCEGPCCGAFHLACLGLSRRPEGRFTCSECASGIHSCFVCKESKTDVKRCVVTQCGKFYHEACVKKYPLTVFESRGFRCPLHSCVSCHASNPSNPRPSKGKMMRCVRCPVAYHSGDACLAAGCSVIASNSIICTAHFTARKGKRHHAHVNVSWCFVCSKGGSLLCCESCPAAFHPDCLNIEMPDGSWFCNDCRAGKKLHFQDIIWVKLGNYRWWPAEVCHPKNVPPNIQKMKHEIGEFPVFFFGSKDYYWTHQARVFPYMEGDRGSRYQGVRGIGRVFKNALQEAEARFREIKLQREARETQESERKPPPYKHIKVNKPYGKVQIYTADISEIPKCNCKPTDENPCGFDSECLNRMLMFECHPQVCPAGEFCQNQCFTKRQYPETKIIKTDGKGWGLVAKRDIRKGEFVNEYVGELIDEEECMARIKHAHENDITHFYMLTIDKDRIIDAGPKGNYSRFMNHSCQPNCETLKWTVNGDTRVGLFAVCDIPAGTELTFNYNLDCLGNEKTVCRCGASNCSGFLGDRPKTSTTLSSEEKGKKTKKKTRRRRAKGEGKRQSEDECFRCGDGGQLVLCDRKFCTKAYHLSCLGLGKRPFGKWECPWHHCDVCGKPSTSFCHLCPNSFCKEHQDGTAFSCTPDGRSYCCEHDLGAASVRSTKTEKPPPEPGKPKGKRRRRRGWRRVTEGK
Arr AP2 block = blocks beta-arrestin peptide binding to AP2 adaptin | FITC-arrestin peptide / GST-AP2 beads, flow cytometry; AP2 beta2 appendage carries R879A mutation | inhibition, % at 10 µM | 0.31% of 340,000 active | AID 504490;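 active = inhibition above a set limit, near 3 SD of compounds lacking own fluorescence, cut at about 54% in these data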;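 note: plate controls were DMSO wells for no effect and 5 µM unlabelled arrestin peptide for full effect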
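system = GST-tagged AP2 beta2-adaptin appendage (R879A) on 4 µm glutathione beads | reagent = FITC-labelled arrestin peptide probe, 50 nM final | schedule = compound with beads 12 min RT, then probe 1 h RT | signal = HyperCyt-sampled flow cytometry, FL1 channel, ex 488/em 535 nm | read-out = percent response from loss of bead-bound FITC fluorescence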
MITF act = MITF TRPM1 promoter activation in melanoma cells; SK-MEL-5 TRPM1-promoter luciferase, 24 h; % of positive control, neutral wells = 0; activation, % at 12.5 µM; 0.75% of 300,000 active; AID 588334;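 active = mean activation of at least 80% with every replicate also reaching 80%; inconclusive = mean reaches 80% but some replicate falls short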;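 note: 0% = neutral control wells and 100% = parthenolide positive control wells; values of inactives mirror those of a sister screen read the other way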
The depositor's hits bear a star. The order is random; any-hit rate near 4.7%.

How did O=C(Nc1c[nH]c(=O)[nH]c1=O)c1ccc2c(c1)C(=O)N(c1cccc([N+](=O)[O-])c1)C2=O do in these assays?
PKA-R1A activ: -5; dFosB act: -1; Pemphigus Ab inh: 94; PKA-R2B activ: 3; CDK5 p35 inh: 0.9; NSD2 inh: 5; Arr AP2 block: 16; MITF act: -8

Results for Cc1sc2nc(SCC(=O)c3cc(C)n(CC4CCCO4)c3C)n(C(C)C)c(=O)c2c1C (stereo not drawn) ?
PKA-R1A activ: 2; SR-BI DiI inh: -11; dFosB act: -6; Pemphigus Ab inh: 98; PKA-R2B activ: -6; CDK5 p35 inh: -0.8; Mot1-301 SUMO: -1; SR-BI DiI-HDL act: 11; NSD2 inh: 1; Arr AP2 block: 0

Results for CC(C)(C)n1ncc2c(=O)n(CC(=O)N3CCc4ccccc43)cnc21 ?
PKA-R1A activ: -3; SR-BI DiI inh: -4; dFosB act: -7; Pemphigus Ab inh: 109; PKA-R2B activ: -5; CDK5 p35 inh: 0.0; Mot1-301 SUMO: -3; SR-BI DiI-HDL act: 4; NSD2 inh: 0; Arr AP2 block: 3; MITF act: 1

What do the screens show for `COc1ccc(N(CC(O)CN2CCCCC2)S(=O)(=O)c2ccc(C)cc2)cc1` (stereo not drawn)?
PKA-R1A activ: -2; SR-BI DiI inh: -2; dFosB act: -13; Pemphigus Ab inh: 106; PKA-R2B activ: -7; CDK5 p35 inh: 3.4; Mot1-301 SUMO: 89; SR-BI DiI-HDL act: 2; NSD2 inh: 1; Arr AP2 block: 7; MITF act: 4

How did CCCCC(=O)Nc1cc(OC)c(NC(=S)Nc2ccc(OC)cc2)cc1OC do in these assays?
PKA-R1A activ: -9; SR-BI DiI inh: 48; dFosB act: -5; Pemphigus Ab inh: 108; PKA-R2B activ: -3; CDK5 p35 inh: 1.4; SR-BI DiI-HDL act: -48; NSD2 inh: 22; Arr AP2 block: 37

How did N#Cc1ccc(-c2ccc(F)cc2)nc1Oc1ccc(F)cc1 do in these assays?
PKA-R1A activ: -7; SR-BI DiI inh: 3; dFosB act: 8; Pemphigus Ab inh: 82*; PKA-R2B activ: 3; CDK5 p35 inh: 0.2; Mot1-301 SUMO: 23; SR-BI DiI-HDL act: -3; NSD2 inh: 0; Arr AP2 block: -1; MITF act: -5

Results for Fc1ccccc1CSc1nc2ncc(Br)cc2[nH]1 ?
PKA-R1A activ: -1; SR-BI DiI inh: -2; dFosB act: -5; Pemphigus Ab inh: 104; PKA-R2B activ: 4; CDK5 p35 inh: 0.4; Mot1-301 SUMO: 31; SR-BI DiI-HDL act: 2; NSD2 inh: 0; Arr AP2 block: -8; MITF act: 33

Results for Oc1ccccc1Nc1nc(NCc2ccco2)c2ccccc2n1 ?
PKA-R1A activ: 11; dFosB act: inconclusive; Pemphigus Ab inh: 109; PKA-R2B activ: 2; CDK5 p35 inh: -2.1; Mot1-301 SUMO: -4; Arr AP2 block: 2; MITF act: 1

What do the screens show for `Cc1ccc(Cl)cc1NC(=O)COC(=O)CSc1ccccc1`?
PKA-R1A activ: -9; SR-BI DiI inh: 1; dFosB act: 3; Pemphigus Ab inh: 92; PKA-R2B activ: 10; CDK5 p35 inh: 2.2; Mot1-301 SUMO: 18; SR-BI DiI-HDL act: -1; NSD2 inh: -1; Arr AP2 block: 2; MITF act: -2

How did O=C(Nc1ccc(C(=O)N2CCCC2)cc1)c1cccc(C(F)(F)F)c1 do in these assays?
PKA-R1A activ: -7; SR-BI DiI inh: -2; dFosB act: -6; Pemphigus Ab inh: 102; PKA-R2B activ: 2; CDK5 p35 inh: 1.2; Mot1-301 SUMO: -2; SR-BI DiI-HDL act: 2; NSD2 inh: -1; Arr AP2 block: 26; MITF act: 0

How did COc1cc(NC(=O)c2sc3ncn(CC(=O)N4CCCCC4)c(=O)c3c2C)cc(OC)c1OC do in these assays?
PKA-R1A activ: -1; dFosB act: -11; PKA-R2B activ: 2; CDK5 p35 inh: -0.1; Mot1-301 SUMO: 3; NSD2 inh: -3; Arr AP2 block: -5; MITF act: -8

What do the screens show for `C=CCNc1nc2ccccc2c(=O)[nH]1`?
PKA-R1A activ: -3; SR-BI DiI inh: -13; dFosB act: 4; Pemphigus Ab inh: 95; PKA-R2B activ: -1; CDK5 p35 inh: -0.6; Mot1-301 SUMO: -15; SR-BI DiI-HDL act: 13; NSD2 inh: -5; Arr AP2 block: 30; MITF act: 1

Results for C=CC(=O)NC(NC(=O)C=C)c1ccccc1F ?
PKA-R1A activ: -7; SR-BI DiI inh: -23; dFosB act: -2; Pemphigus Ab inh: 101; PKA-R2B activ: -1; CDK5 p35 inh: -3.2; Mot1-301 SUMO: 9; SR-BI DiI-HDL act: 23; NSD2 inh: 23; Arr AP2 block: 0; MITF act: -5

What do the screens show for `COc1ccccc1N1CCN(C(=O)c2cccc(Oc3ccccc3)c2)CC1`?
PKA-R1A activ: 6; dFosB act: -8; Pemphigus Ab inh: 104; PKA-R2B activ: -2; CDK5 p35 inh: -1.0; Mot1-301 SUMO: 12; NSD2 inh: 2; Arr AP2 block: 8; MITF act: 5

Results for Cc1[nH]c2ccc(-c3nnc(SCC(=O)N4CCCc5ccccc54)o3)cc2c1C ?
PKA-R1A activ: -5; SR-BI DiI inh: 41; dFosB act: 3; Pemphigus Ab inh: 98; PKA-R2B activ: 3; CDK5 p35 inh: -0.4; Mot1-301 SUMO: 22; SR-BI DiI-HDL act: -41; Arr AP2 block: 4; MITF act: 2

Results for CC1(C)Cc2c(sc(NC(=O)C(=O)N3CCCC3)c2C(N)=O)CO1 ?
PKA-R1A activ: 2; SR-BI DiI inh: -11; dFosB act: -3; Pemphigus Ab inh: 98; PKA-R2B activ: 7; CDK5 p35 inh: 1.3; Mot1-301 SUMO: -2; SR-BI DiI-HDL act: 11; NSD2 inh: -3; Arr AP2 block: 7; MITF act: 2

How did COc1cccc(NC(=O)c2ccnc(N3CCC(C(=O)NCc4ccccc4OC)CC3)c2)c1 do in these assays?
PKA-R1A activ: 4; SR-BI DiI inh: 87*; dFosB act: 7; Pemphigus Ab inh: 97; PKA-R2B activ: -14; CDK5 p35 inh: 1.1; Mot1-301 SUMO: 6; SR-BI DiI-HDL act: -87; NSD2 inh: 7; Arr AP2 block: -7; MITF act: 43

Results for O=C(/C=C/c1cccc([N+](=O)[O-])c1)c1cccs1 ?
PKA-R1A activ: -12; SR-BI DiI inh: -16; dFosB act: 1; Pemphigus Ab inh: 95; PKA-R2B activ: -8; CDK5 p35 inh: -0.8; Mot1-301 SUMO: 0; SR-BI DiI-HDL act: 16; NSD2 inh: -1; Arr AP2 block: 24; MITF act: -78

How did CCCCn1c(N)c(-c2nc3ccccc3s2)c2c([N+](=O)[O-])nn(C)c(=O)c21 do in these assays?
PKA-R1A activ: 6; SR-BI DiI inh: 93*; dFosB act: -7; Pemphigus Ab inh: 85*; PKA-R2B activ: 3; CDK5 p35 inh: -0.2; Mot1-301 SUMO: -4; SR-BI DiI-HDL act: -93; NSD2 inh: 0; Arr AP2 block: 0; MITF act: -13

How did CCc1ccc(NC(=O)c2ccc(F)c(S(=O)(=O)NCC3COc4ccccc4O3)c2)cc1 (stereo not drawn) do in these assays?
PKA-R1A activ: 3; SR-BI DiI inh: 51; dFosB act: 1; Pemphigus Ab inh: 88; PKA-R2B activ: -6; Mot1-301 SUMO: 130; SR-BI DiI-HDL act: -51; NSD2 inh: 25; Arr AP2 block: 17; MITF act: -7

How did CCN(CC)Cc1c(O)ccc2c(=O)c(-c3ccc4c(c3)OCCO4)coc12 do in these assays?
PKA-R1A activ: 2; SR-BI DiI inh: -37; dFosB act: -7; Pemphigus Ab inh: 104; PKA-R2B activ: -7; CDK5 p35 inh: 0.9; Mot1-301 SUMO: 11; SR-BI DiI-HDL act: 37; NSD2 inh: 0; Arr AP2 block: 15; MITF act: 6

Results for Cc1ccc(S(=O)(=O)N(Cc2cccc([N+](=O)[O-])c2)C(=O)N2CCN(C)CC2)cc1 ?
PKA-R1A activ: -10; SR-BI DiI inh: -12; dFosB act: -5; Pemphigus Ab inh: 101; PKA-R2B activ: -13; CDK5 p35 inh: -0.4; SR-BI DiI-HDL act: 12; NSD2 inh: -2; Arr AP2 block: -12; MITF act: -4

Results for Cc1c(NS(C)(=O)=O)c(=O)n(-c2ccccc2)n1C ?
PKA-R1A activ: 2; SR-BI DiI inh: 2; dFosB act: -3; Pemphigus Ab inh: 99; PKA-R2B activ: -3; CDK5 p35 inh: -0.7; Mot1-301 SUMO: -1; SR-BI DiI-HDL act: -2; NSD2 inh: -3; Arr AP2 block: 6; MITF act: -9

What do the screens show for `CCNC(=O)NC(=O)COC(=O)CCc1nc(=O)c2ccccc2n1C`?
PKA-R1A activ: 2; SR-BI DiI inh: -4; dFosB act: -4; Pemphigus Ab inh: 103; PKA-R2B activ: 2; CDK5 p35 inh: -0.6; Mot1-301 SUMO: -5; SR-BI DiI-HDL act: 4; NSD2 inh: -1; Arr AP2 block: 17; MITF act: 3

How did O=C1C=C(c2ccc3c(c2)OCO3)C[C@@H](c2ccc(Cl)cc2)C1 do in these assays?
PKA-R1A activ: 0; SR-BI DiI inh: 21; dFosB act: -7; Pemphigus Ab inh: 101; PKA-R2B activ: -8; CDK5 p35 inh: 1.5; Mot1-301 SUMO: 9; SR-BI DiI-HDL act: -21; Arr AP2 block: 3

Results for CCOC(=O)Cc1csc(NC(=O)c2ccc3c(c2)OCO3)n1 ?
PKA-R1A activ: 1; SR-BI DiI inh: 29; dFosB act: 1; PKA-R2B activ: -5; CDK5 p35 inh: 0.3; Mot1-301 SUMO: 36; SR-BI DiI-HDL act: -29; NSD2 inh: -1; Arr AP2 block: 14

Screening data from PubChem BioAssay.
